# NR2E3 ag-1 – NR2E3 agonists in two-hybrid cells, primary screen, cell-based, luminescence, CHO-S, Gal4-NCOR/VP16-NR2E3; Photoreceptor-specific nuclear receptor (Homo sapiens), Q9Y5X4; luciferase; inhibition of corepressor binding, % at 3.98 µM; 360,000 tested, 0.35% active; AID 602229, 2012;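 active = inhibition above the mean of all tested compounds plus 3 SD, cut at about 70% in these data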;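 note: 0% = DMSO with NR2E3 transfected cells and 100% = cells lacking NR2E3 construct; higher means lower luciferase signal from less NR2E3 corepressor binding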
# Target sequence (Q9Y5X4 whole entry, looked up, the tested form may be a part): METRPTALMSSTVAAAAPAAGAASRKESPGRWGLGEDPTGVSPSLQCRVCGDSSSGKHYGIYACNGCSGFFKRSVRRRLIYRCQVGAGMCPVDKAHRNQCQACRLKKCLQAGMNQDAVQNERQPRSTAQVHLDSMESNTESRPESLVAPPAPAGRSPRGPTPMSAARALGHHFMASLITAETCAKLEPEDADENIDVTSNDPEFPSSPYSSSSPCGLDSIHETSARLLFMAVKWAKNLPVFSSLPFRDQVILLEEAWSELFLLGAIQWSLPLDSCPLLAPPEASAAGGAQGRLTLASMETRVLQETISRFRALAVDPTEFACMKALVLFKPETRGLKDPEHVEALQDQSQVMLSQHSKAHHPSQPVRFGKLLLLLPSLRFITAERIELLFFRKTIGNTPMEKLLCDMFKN
# CF NFkB block – inhibitors of PAF-induced NF-kB signaling, primary screen, cell-based, GFP fluorescence, uHTS | inhibition, % at 5 µM | KKLEB NF-kB-GFP reporter, GFP fluorescence overnight | 360,000 tested, 0.86% active;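 active = at least 50% inhibition at 5 µM, scaled per plate between neutral and stimulator controls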;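 note: PAF is a Pseudomonas aeruginosa culture filtrate used as stimulus; plate controls were PAF-stimulated DMSO wells for no effect and unstimulated DMSO wells for full effect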
# TRAIL sens C8 – viability loss with TRAIL in NB7+C8 cells, primary screen, TRAIL sensitizer project, cell-based, ATPlite luminescence | 360,000 tested, 1% active | AID 624354, 2012 | inhibition (viability loss, TRAIL sensitization), % at 10 µM;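 active = compounds causing at least 50% loss of cell viability in the single-dose screen, relative to plate controls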
# Peg3 prom inh – Peg3 promoter-driven luciferase inhibitors, primary screen, cell-based, HeLa, luciferase luminescence; HeLa PEG-Prom luciferase reporter, overnight; inhibition, % at 20 µM; 360,000 tested, 1.7% active;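 active = inhibition of at least 50% at 20 µM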
# HIF-2a block – HIF-2a reporter inhibitors, primary screen, luminescence, 786-0 RCC cells; 360,000 tested, 0.72% active; inhibition, % at 18.8 µM; 786-0 RCC cells HIF-2a reporter, luciferase luminescence, overnight;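 active = inhibition of the luminescence signal of 40% or more relative to plate controls, in a single-dose primary screen at 18.75 µM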
# Shn3 3UTR inh – reduction of Shn3 3'UTR firefly luciferase signal, primary screen, Schnurri-3 inhibitor project, cell-based, Clone20 osteoblasts, set 2; Clone20 osteoblast Shn3 3'UTR firefly luciferase, 24 h; inhibition, % at 12.5 µM; 360,000 tested, 0.52% active;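 active = mean inhibition of at least 75% with every replicate also reaching 75%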;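 note: 0% = median of neutral control wells and 100% = pilot-screen positive control compound; some compounds past the cut are filed as inactive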
# EBV LMP1 NFkB – EBV LMP1-driven NF-kappaB luciferase reporter inhibitors, primary screen, cell-based, luminescence, single point; LMP1-induced NF-kappaB luciferase reporter cells; inhibition, % at 12.5 µM; 350,000 tested, 0.69% active; in the data active = inhibition above about 41%;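 note: 0% = neutral control wells and 100% = reference inhibitor control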
# TRPM1 prom inh – inhibitors of MITF-dependent TRPM1 promoter reporter, primary screen, cell-based, SK-MEL-5, single point, luciferase; 330,000 tested, 0.83% active; inhibition, % at 12.5 µM; SK-MEL-5 TRPM1 promoter luciferase, 24 h;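 active = mean inhibition across replicates of 60% or more, whatever share of single replicates reaches that level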; note: values of inactives mirror those of a sister screen read the other way
# NR2E3 ag-2 – inhibitors of NR2E3-RetCOR corepressor binding, primary screen, NR2E3 agonist project, biochemical, TR-FRET, GST-NR2E3, biotin-RetCOR. Photoreceptor-specific nuclear receptor (Homo sapiens), Q9Y5X4. 1536-well. inhibition of corepressor binding, % at 4.78 µM. 320,000 tested, 0.12% active. AID 2300, 2010;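 active = percent inhibition above the cutoff of mean plus 3 SD of all tested compounds, set per screening campaign, cut at about 20% in these data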;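 note: 0% = DMSO wells and 100% = biotin wells as full block of FRET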
#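 system = GST-tagged NR2E3 plus biotinylated RetCOR corepressor | input = 1.35 nM GST-NR2E3 | also added = 7 nM biotin-RetCOR | schedule = 5 h incubation at 4 °C | measured by = TR-FRET with europium anti-GST and streptavidin-D2, 340 nm excitation | read-out = percent loss of FRET ratio relative to control wells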
# iPSC survival up – enhancers of single-cell hiPSC survival, primary screen, ATPlite luminescence | 100% = ROCK inhibitor wells, 0% = DMSO | survival enhancement, % at 20 µM | 360,000 tested, 0.044% active; in the data active = survival enhancement above about 18%;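 note: cells exposed to compounds for 16 hours before the ATP read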
# KKLEB tox – cytotoxicity in KKLEB CF airway cells, primary screen, cytotoxicity control for CF NF-kB inhibitor project, cell-based, uHTS, fluorescence assay plates. KKLEB CF airway cells viability, ATPlite luminescence, overnight; stronger effect = lower value; cells stimulated with P. aeruginosa culture filtrate. activity change (cytotoxicity), % at 5 µM. 360,000 tested, 0.36% active;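 active = corrected activity change at or below -50% at 5 µM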
# Active calls of the source: *; / = not tested or not shown. Some of the compounds tested; count on the stated rates, not on these rows.
SMILES,NR2E3 ag-1,CF NFkB block,TRAIL sens C8,Peg3 prom inh,HIF-2a block,Shn3 3UTR inh,EBV LMP1 NFkB,TRPM1 prom inh,NR2E3 ag-2,iPSC survival up,KKLEB tox
O=C(CSc1n[nH]c(-c2ccccc2)n1)N1CCOCC1,-54,9,2,-48,-57,-25,-7,-31,1,-0.1,-11
O=S(=O)(c1ccc(F)cc1)N1CCN(S(=O)(=O)c2cc(F)ccc2F)CC1,-6,13,-6,1,15,4,2,2,-2,-0.5,-5
O=C(Cc1ccccc1)c1c[nH]c(C(=O)O)c1,-16,4,-2,5,15,6,3,-9,6,-2.6,-24
Nc1nc(-c2cccnc2)nn1C(=O)c1ccc(Cl)cc1,5,10,-2,15,0,-12,3,-10,/,7.3,-4
CCCNC(=O)c1ccccc1NC(=O)C1COc2ccccc2O1 (configuration not stated),3,9,7,8,6,-1,3,-20,-5,-1.8,-2
CCC(C)Sc1nc2c(c(=O)[nH]c(=O)n2C)n1CC(O)COc1cccc2ccccc12 (configuration not stated),4,4,-14,12,12,8,10,0,-1,3.0,-7
C=C1CCN([C@@H](CC(C)C)C(=O)N2CCCC2)S(=O)(=O)c2ccccc21,-2,4,-19,6,1,7,0,7,-1,-2.7,-17
CCC1SC(=NC(=O)c2ccc(Cl)c(Cl)c2)NC1=O (configuration not stated),-77,-1,24,-128,-182,-11,-11,-23,-1,-1.1,2
Cc1csc(N2CCc3ccccc32)n1,-24,-11,-9,-50,-71,3,-14,-36,2,-0.8,2
CCC(CC)C(=O)c1c[nH]c(C(=O)N2CCN(c3ccccc3)CC2)c1,-6,-5,-3,11,10,17,-6,-6,4,1.5,4
COc1ccc(C(=O)Nc2ccnn2C2CCN(C(=O)c3cnsn3)CC2)cc1,-43,-14,12,-40,-61,-16,-4,-9,-4,-0.5,9
Cc1ccc2[nH]c(O)c(N=NC(=O)C3CC3c3ccccc3)c2c1Br (configuration not stated),7,15,-2,-17,2,-6,0,-12,3,1.1,14
Cc1ccc(C2C(C#N)=C(N)N(c3ncn[nH]3)C3=C2C(=O)CC(C)(C)C3)cc1 (configuration not stated),-11,8,-7,9,44*,-11,0,2,1,4.3,-4
Cc1cccc(OCC(=O)NCCCNC(=O)c2ccccn2)c1,-23,-6,11,4,12,5,0,2,1,0.3,3
COc1ccc(NC(=O)CN(C)C(=O)CCNC(=O)c2ccccc2OC)cc1,-24,-20,-11,11,6,3,2,7,3,0.4,8
CCOC(=O)C1(Cc2cccc(OC)c2)CCCN(C(=O)c2cc(C)[nH]n2)C1 (configuration not stated),-73,11,-2,-148,-164,-17,-20,-46,1,1.0,-5
Cc1cc(OCC(=O)NNC(=O)c2ccncc2)ccc1C(C)C,-9,3,7,-17,-7,-6,15,9,-6,-0.5,22
COc1ccccc1C(=O)NCCC(=O)N(C)CC(=O)Nc1ccc(N2CCOCC2)cc1,-24,-22,-7,-10,-5,-12,1,6,0,-0.1,25
Cc1ccccc1N(C(=O)c1snc(C(N)=O)c1N)C(C)C(=O)NC1CCCCC1 (configuration not stated),-43,-10,-9,18,19,0,2,5,4,0.0,8
CCOC(=O)c1sc(NC(=O)c2cccc(S(=O)(=O)N(CC)CC)c2)cc1C,12,18,21,-7,7,31,-27,-4,3,-0.3,2

# Some of the entries so far, with two lines to a compound:
# Each structure is followed by: NR2E3 ag-1 | CF NFkB block | TRAIL sens C8 | Peg3 prom inh | HIF-2a block | Shn3 3UTR inh | EBV LMP1 NFkB | TRPM1 prom inh | NR2E3 ag-2 | iPSC survival up | KKLEB tox
> C=C1CCN([C@@H](CC(C)C)C(=O)N2CCCC2)S(=O)(=O)c2ccccc21
  -2 | 4 | -19 | 6 | 1 | 7 | 0 | 7 | -1 | -2.7 | -17
> CCC1SC(=NC(=O)c2ccc(Cl)c(Cl)c2)NC1=O (configuration not stated)
  -77 | -1 | 24 | -128 | -182 | -11 | -11 | -23 | -1 | -1.1 | 2
> Cc1csc(N2CCc3ccccc32)n1
  -24 | -11 | -9 | -50 | -71 | 3 | -14 | -36 | 2 | -0.8 | 2
> CCC(CC)C(=O)c1c[nH]c(C(=O)N2CCN(c3ccccc3)CC2)c1
  -6 | -5 | -3 | 11 | 10 | 17 | -6 | -6 | 4 | 1.5 | 4

# (continued)
SMILES,NR2E3 ag-1,CF NFkB block,TRAIL sens C8,Peg3 prom inh,HIF-2a block,Shn3 3UTR inh,EBV LMP1 NFkB,TRPM1 prom inh,NR2E3 ag-2,iPSC survival up,KKLEB tox
Cc1cc(Nc2cccc(F)c2)nc(N2CCOCC2)n1,36,24,24,-19,0,-3,5,-10,1,0.9,-16
CC(Sc1n[nH]c(N)n1)C(=O)C12CC3CC(CC(C3)C1)C2 (configuration not stated),3,-1,11,-11,7,-2,4,-1,1,2.6,4
COc1cc(OC)c(C2Nc3cccc4cccc(c34)N2)c(OC)c1,24,-45,-17,-3,10,12,-8,8,/,-0.1,4
COc1ccccc1C1CCN(Cc2ccccc2)CC1,8,5,5,0,15,2,/,-34,3,-0.5,-3
CC1OC(=O)c2cc3ccccc3nc21 (configuration not stated),7,-28,-5,6,11,-48,1,/,/,-0.1,10
COc1ccc(-n2c(SCC(=O)Nc3cc(C)on3)nc3ccc(O)cc3c2=O)cc1OC,-5,-6,-5,-3,18,29,1,2,1,-1.5,12
O=c1ccc(/C=C/c2ccccc2)nn1Cc1ccccc1Cl,-7,8,-15,10,6,-43,2,-10,1,-0.5,-2
CCN(CC(=O)Nc1c(F)cccc1F)C(=O)c1cccc(S(=O)(=O)NCc2ccccc2)c1,-6,6,1,10,0,-19,12,-6,-1,-0.3,-19
COc1ccc(C(=O)NCc2nnc(SCC(=O)Nc3nnc(C)s3)o2)cc1,-1,-8,20,11,5,-5,3,/,6,5.7,16
CN(C)CC1(C)Cc2ccsc2C1O (configuration not stated),-8,10,-19,16,11,17,4,-1,/,3.6,-3
CCN(CC)C(=O)COc1cccc2ccccc12,-34,8,-13,-19,-19,-5,-2,19,1,-2.3,-11
CCCCNC(=O)C1(C)CCCCN1C(=O)c1c(C)noc1C (configuration not stated),-15,5,-7,-7,1,-20,/,/,/,-3.5,-13
Cc1ccc2c(c1)N(CCC(=O)NCC1COc3ccccc3O1)C(=O)CO2 (configuration not stated),4,2,-8,15,25,2,1,4,-2,0.5,12
COC(=O)c1ccc2c(=O)n(CCN3CCOCC3)c(SCC(=O)Nc3ccccc3OC)nc2c1,-6,-1,-5,-3,11,4,4,/,/,0.1,0
CCCCCCCSc1nnc(N)s1,-15,5,-2,-35,-25,-11,-5,1,2,0.6,8
O=C(Nc1nccs1)c1ccc(-c2ccc(Cl)cc2Cl)o1,4,12,-1,-10,-25,-24,1,-4,-13,0.2,0
COc1cc(OCC(N)=O)cc(OC)c1OC,-19,-8,1,-16,-2,23,4,7,2,-0.4,7
O=[N+]([O-])c1ccc(C2CCCC/C2=N/O)c([N+](=O)[O-])c1 (configuration not stated),-24,-13,0,9,17,-8,-7,12,0,-0.3,6
C[C@@H]1CN([C@@H](C)CO)C(=O)CCCn2nncc2CO[C@H]1CN(C)C(=O)c1ccncc1,-36,-20,-6,-10,6,-9,-4,/,/,0.3,15
CCN(C(=O)c1ccc(Br)o1)C1CCS(=O)(=O)C1 (configuration not stated),1,-2,1,19,13,6,-4,-20,-1,-0.2,-2
OC(COC(c1ccccc1)c1ccccc1)CN1CCN(c2ccccn2)CC1 (configuration not stated),5,7,-6,21,14,7,0,9,1,1.3,-8
COc1ccc(S(=O)(=O)NCC2CCC(C(=O)NCc3cccnc3)CC2)cc1 (configuration not stated),10,-6,1,2,0,-22,2,-18,-2,-0.4,9
CC1CCCC(C)N1C(=O)CN1C(=O)C(C)(C)Oc2ccc(C(=O)NC3CCCCC3)cc21 (configuration not stated),-26,-6,3,-11,2,16,1,3,0,4.0,9
Cc1ccc(-c2nc3ccccc3s2)cc1NC(=O)c1ccc2c(c1)OCO2,-18,29,6,-61,-67,-14,1,-22,11,2.9,-8
CC(C)c1ccc(-n2ccnc2SCC(=O)O)cc1,4,10,-1,8,12,-39,-5,6,1,-0.5,-6
CCCN1CCC2(CC1)NC(C(=O)O)Cc1c2[nH]c2ccccc12 (configuration not stated),-37,0,-2,10,19,7,-3,11,/,-0.4,8
O=C(COc1cccc(C(F)(F)F)c1)N1CCN(c2ccccc2O)CC1,-18,-12,-3,9,5,14,-9,11,5,0.1,11
O=C(CN1CCCCC1)Nc1nc(-c2ccc(Cl)cc2)cs1,-17,17,-2,-64,-156,-2,-4,-24,/,2.0,-18
CCOC(=O)[C@H]1[C@H]2COc3ccc(Cl)cc3[C@@H]2N2C(=O)CN(Cc3ccc(C)cc3)C(=O)[C@@]12C,-5,-21,-8,6,13,4,-11,-13,0,2.2,13
N=c1oc2cc(O)ccc2cc1C(=O)Nc1ccc(Cl)cc1,-19,0,49*,-168,-156,-58,-57,-56,2,-0.6,8
CCOC(=O)C1CCN(C(=O)c2ccc3c(c2)OCO3)CC1,5,7,6,17,11,5,6,12,4,-3.7,-10
Cc1cccc(NC(=O)CSc2nnc(C3CC3)n2CC2CCCO2)c1 (configuration not stated),1,-9,-5,6,11,7,3,6,2,1.5,4
COc1ccc2oc(=O)c(C(=O)Oc3ccc(NC(C)=O)cc3)cc2c1,1,-8,-16,7,5,17,-5,0,3,-1.3,-6
C[C@@H]1CCCCCCCCCCC1=O,10,-3,7,0,3,16,-5,6,-1,0.0,7
Cc1ccc(-c2nc(N)n(S(C)(=O)=O)n2)cc1,-20,-5,-5,-54,-71,-26,-2,-15,1,10,3
Cc1ccc(OC/C(O)=C(\C#N)c2nc3ccccc3s2)cc1,-27,22,6,-38,-99,9,2,-1,0,3.9,-10
Cc1cc(C)c(C(=O)Nc2ccc(C)c(C)c2)c(CC(C)(C)C(=O)O)c1,-13,4,-10,6,14,-1,-5,5,4,-0.6,0
CN(CC(=O)NCc1ccccc1)S(=O)(=O)c1ccc2c(c1)CCC(=O)N2,-38,-14,1,-5,-10,2,-3,-15,-1,0.1,-9
CNC(=O)CSc1nnc(SCCC(=O)O)s1,-12,-16,0,5,17,-25,-6,-2,-2,2.1,11
Cc1cccn2c(=O)c(C=C(C#N)C#N)c(N3CCN(C)CC3)nc12,-25,-4,-4,12,17,-2,4,10,-1,-0.8,-5
O=C(Nc1ccc(Cl)c([N+](=O)[O-])c1)c1ccc2c(c1)OCCO2,-123,-6,20,-338,-353,-61,-24,-93,0,-0.6,7

# Screens deposited in PubChem BioAssay by several laboratories.
